Screening data (PubChem BioAssay)
LMPTP inh: LMPTP (human) inhibition | inhibition, % at 20 µM | AID 651560 | hit rate 0.22% among 360,000 | P24666 | recombinant LMPTP-A, OMFP fluorogenic substrate, fluorescence intensity;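 active = compounds that cut the enzyme signal by at least half of the control window in the single-dose screen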;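 also: plate controls were DMSO wells with enzyme plus substrate for no effect and substrate without enzyme for full effect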
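Buffer or medium: Bis-Tris pH 6.0, DTT, detergent; Assay system: LMPTP-A enzyme; Quantity: 0.625 nM enzyme; Detection: endpoint fluorescence intensity; Times: 50 min dark incubation at room temperature; Controls: substrate-only low control, DMSO enzyme-plus-substrate high control; Doses: single 20 µM dose; Read-out: percent inhibition versus substrate-only and uninhibited controls; Reagent: 400 µM OMFP.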
NadD inh: NadD (S. aureus) enzyme inhibition | hit rate 0.78% among 360,000 | inhibition, % at 20 µM | AID 602399 | purified NadD enzyme, colorimetric absorbance read-out; in the data active = inhibition above about 26%; also: some compounds past the cut are filed as inactive
STEP inh: inhibitors of human striatal-enriched phosphatase STEP | recombinant STEP, OMFP fluorogenic substrate, fluorescence | inhibition, % at 20 µM | hit rate 0.25% among 360,000 | AID 588621;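 active = inhibition at 20 µM, scaled per plate between control wells, above about 37%, limit read from the data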;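 also: 0% = DMSO with enzyme and substrate and 100% = substrate only without enzyme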
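material = STEP tyrosine phosphatase | reagent = fluorogenic phosphatase substrate OMFP at 25 µM final | doses = single compound dose of 20 µM, 1% DMSO final | schedule = 20 min reaction, room temperature, in the dark | measured by = fluorescence, 480/540 nm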
Neddylation inh: cullin neddylation inhibition; P61081+Q13564; TR-FRET cullin neddylation, biochemical; calls only at 25 µM; hit rate 0.58% among 360,000; AID 651699; in the data active = inhibition above about 36%
Rin1-Abl PPI inh: human Rin1-Abl interaction inhibition. TR-FRET Rin1/Abl binding, biochemical. inhibition, % at 7.35 µM. hit rate 0.4% among 360,000; in the data active = inhibition above about 5%, passing the limit was not always enough
Rpn11 block: inhibitors of human proteasome Rpn11; AID 588493; O00487; calls only at 20 µM; human 26S proteasome, Ub4-pepOG fluorescence polarization; 20S core pre-blocked with epoxomicin; hit rate 0.59% among 360,000;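 active = inhibition at 20 µM, scaled to each plate's controls, above about 33%, limit read from the data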
Target sequence (O00487 whole entry, looked up): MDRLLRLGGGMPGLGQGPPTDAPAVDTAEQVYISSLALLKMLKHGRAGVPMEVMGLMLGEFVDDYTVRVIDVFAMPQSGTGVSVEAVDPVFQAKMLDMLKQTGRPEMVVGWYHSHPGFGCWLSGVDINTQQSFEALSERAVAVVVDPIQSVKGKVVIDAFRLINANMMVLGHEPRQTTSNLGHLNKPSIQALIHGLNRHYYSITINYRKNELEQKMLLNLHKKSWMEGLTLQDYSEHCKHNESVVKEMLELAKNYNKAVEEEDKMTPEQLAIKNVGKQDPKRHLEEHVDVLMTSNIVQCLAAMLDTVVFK
DNMT1 inh: DNMT1 (human) enzyme inhibition. inhibition (reported as % activation of signal), % at 10 µM. DNMT1 molecular beacon, Hinp1I cleavage, fluorescence. hit rate 0.83% among 360,000; in the data active = inhibition above about 50%
CSN inh: inhibitors of human CSN-mediated cullin deneddylation. Q92905. Purified CSN, SCF-Nedd8-OG deneddylation, fluorescence polarization. inhibition, % at 12.5 µM. hit rate 0.38% among 360,000. AID 651999;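 active = pattern-corrected inhibition above about 35%, with an unprinted fluorescence ratio check between 0.5 and 1.5, limit read from the data, passing the limit was not always enough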;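 also: 0% = enzyme with substrate and 100% = substrate without enzyme; some results filed as inactive read as strong as hits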
Target sequence (Q92905 whole entry, looked up, one chain of several): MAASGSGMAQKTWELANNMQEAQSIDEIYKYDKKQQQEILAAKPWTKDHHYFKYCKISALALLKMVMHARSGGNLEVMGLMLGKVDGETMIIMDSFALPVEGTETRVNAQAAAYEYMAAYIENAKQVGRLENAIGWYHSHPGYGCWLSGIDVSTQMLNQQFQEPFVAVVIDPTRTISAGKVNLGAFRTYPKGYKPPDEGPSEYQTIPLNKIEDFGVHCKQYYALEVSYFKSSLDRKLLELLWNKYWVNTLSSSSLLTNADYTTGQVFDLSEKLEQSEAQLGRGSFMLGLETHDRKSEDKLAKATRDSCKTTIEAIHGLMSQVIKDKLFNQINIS
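Test system: purified human Csn5 enzyme expressed in HEK293T cells. Amount: 0.24 nM enzyme. Reagent: SCFSkp2-Nedd8OG substrate at 10 nM final. Schedule: 90 min incubation of compound, enzyme and substrate at room temperature. Detection: fluorescence polarization. Read-out: % inhibition of substrate cleavage by Csn5.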
SUMO1 PPI mod: SUMO1-SIM interaction modulation; inhibition, % at 20 µM; SUMO1 binding to a labelled peptide, TR-FRET, 1 h; AID 602429; hit rate 0.33% among 360,000; P63165; in the data active = inhibition above about 37%
Target sequence (P63165 whole entry, looked up): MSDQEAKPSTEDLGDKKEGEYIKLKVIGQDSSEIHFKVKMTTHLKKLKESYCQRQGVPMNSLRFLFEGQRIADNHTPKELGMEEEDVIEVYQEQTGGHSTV
Scp1 inh: inhibitors of human Scp-1 phosphatase. inhibition, % at 20 µM. Recombinant Scp1, phosphopeptide, malachite green phosphate absorbance. AID 493091. Q9GZU7. hit rate 0.88% among 340,000;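 active = inhibition above about 50% at 20 µM, limit read from the data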;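 also: plate controls were DMSO wells with enzyme for no effect and wells lacking enzyme for full effect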
Target sequence (Q9GZU7 76-261 limits assumed): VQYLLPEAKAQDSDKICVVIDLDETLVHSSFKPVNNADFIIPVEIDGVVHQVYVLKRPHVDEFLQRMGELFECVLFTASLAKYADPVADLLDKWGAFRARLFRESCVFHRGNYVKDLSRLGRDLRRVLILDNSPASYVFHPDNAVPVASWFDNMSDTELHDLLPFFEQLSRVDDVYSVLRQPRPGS
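System: truncated SCP-1 phosphatase (76-261aa); medium: Tris acetate buffer pH 5.5 with MgCl2 and Tween-20; incubation: 45 min room-temperature reaction, 5 min colour, 30 min stabiliser; compound: single 20 µM dose, 1% DMSO; reagent: Phosphorylated 17-residue peptide substrate; read-out: % inhibition at 20 µM; technique: colorimetric free-phosphate detection, absorbance 630 nm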
Starred values were filed as active, the others as inactive; i = inactive; . = no result given; + = active, no number.

Every second line gives: Neddylation inh	Rpn11 block	Rin1-Abl PPI inh	DNMT1 inh	CSN inh	LMPTP inh	NadD inh	SUMO1 PPI mod	STEP inh	Scp1 inh
CC(=O)N1N=C(N)SC1c1cccc([N+](=O)[O-])c1 (centres undefined)
    i	i	0	1	-2	-0.3	1	-8	-6	-8
Cc1ccc(C(=O)OCC(=O)Nc2ccc(F)c(Cl)c2)o1
    i	i	4	5	0	-0.1	-6	3	0	-8
CC(c1cccs1)N(Cc1ccco1)C(=O)Nc1ccc(Cl)c(Cl)c1 (centres undefined)
    i	i	4	-9	-3	3.3	-8	-1	2	-11
CCNC(=O)n1cc(-n2cncn2)c(-c2ccccc2)n1
    i	i	5	1	2	-0.5	-2	0	-1	7
COC1Cc2ccccc2N(C(N)=O)c2ccccc21 (centres undefined)
    i	i	-2	2	1	-1.6	-2	2	0	-3
COc1ccc(CN(C)Cc2c(O)ccc3cc(Br)ccc23)cc1OC
    i	i	1	-5	-3	5.4	-5	-5	2	2
Cc1ccc(CSCC(=O)NCCCN2CCOCC2)cc1
    i	i	-2	-2	1	-1.4	-7	0	-1	1
CCOC(=O)c1sc(NC(=O)c2cccs2)nc1C
    i	i	-2	1	3	-0.5	-6	0	1	-1
CC(=O)N/C(=C\c1ccc(F)cc1)C(=O)NC(C(=O)O)C(C)C (centres undefined)
    i	i	1	-2	-12	-1.7	3	-5	0	1
COc1ccccc1OCC(=O)Nc1ncc(C)s1
    i	i	3	4	-2	-0.9	-1	5	-3	-4
Cc1ccc(NC(=O)c2ccccc2Cl)c(Cl)c1
    i	i	-1	2	6	-1.1	5	2	-3	-7
CN(C)CCCOC(=O)c1sc2ccccc2c1Cl
    i	i	-3	1	1	-0.2	3	-9	0	3
COc1ccccc1CNC(=O)Cn1cnnn1
    i	i	3	0	-1	-0.4	-3	-1	-3	-4
CCCc1ccc2oc(C(=O)N3CCN(C4CCS(=O)(=O)C4)CC3)c(C)c2c1 (centres undefined)
    i	i	-3	2	0	0.0	1	1	0	-10
COc1ccccc1Cc1c(-c2ccc(F)cc2)nc2c(C)cc(Br)cn12
    i	i	0	3	3	1.6	2	4	-4	.

(listing goes on)
Every second line gives: Neddylation inh	Rpn11 block	Rin1-Abl PPI inh	DNMT1 inh	CSN inh	LMPTP inh	NadD inh	SUMO1 PPI mod	STEP inh	Scp1 inh
O=C(NCc1cccnc1)c1csc([C@@H]2C[C@H](O)[C@@H](CO)O2)n1
    i	i	-8	-1	-4	-1.9	-6	-3	-2	.
CS(=O)(=O)N1CCCCC1c1cc(C(=O)Nc2ccccc2)no1 (centres undefined)
    i	i	-2	5	-1	-1.1	-4	0	2	.
CC(CNC(=O)C(C)C)NC(=O)C(C)C (centres undefined)
    i	i	2	4	-2	0.7	-4	-3	-2	11
COCCOC(=O)C1=C(C)NC(=O)NC1/C=C/c1ccccc1 (centres undefined)
    i	i	1	0	1	-1.0	-2	-1	-1	-6
CC(C)CCN1C(=O)c2ccc(C(=O)NCc3ccco3)cc2C1=O
    i	i	0	7	4	0.7	0	-23	-1	-4
CCCC(=O)NNC(=O)CC(=O)Nc1ccccc1C(=O)O
    i	i	0	-2	1	-4.0	2	2	-4	-6
C/C(=N/NC(=O)c1ccoc1C)c1ccc(NC(=O)C2CCCC2)cc1
    i	i	-2	-3	6	-1.6	3	-1	-1	9
O=C(OCc1cccnc1)C1=Cc2ccccc2OC1
    i	i	3	-1	-3	2.0	1	-14	1	-3
O=C(O)CN=C(NS(=O)(=O)c1ccc(Cl)cc1)c1ccccc1
    i	i	1	0	-2	-2.0	-4	-1	-1	-2
COc1cc(/C=C/C(=O)N2CCN(C(=O)/C=C/c3cc(OC)c(OC)c(OC)c3)CC2)cc(OC)c1OC
    i	i	0	3	2	-0.8	3	-2	2	-10
O=C(O)c1n[nH]c2c1CCCC2
    i	i	2	-1	0	-1.4	-5	-1	-2	-6
Cc1onc(-c2ccccc2)c1C(=O)N1CCC(C)(C(=O)O)C1 (centres undefined)
    i	i	4	3	4	-1.1	-3	-2	-1	.
Cc1cccc(C)c1OC1(c2ccccc2)OC(=O)c2ccccc21 (centres undefined)
    i	i	4	-4	4	3.4	-3	-2	2	-13
Cc1ccc(NC(=O)c2ncn(CCCNCc3ccccn3)n2)cc1C
    i	i	4	6	6	0.2	-3	2	-3	12
Cc1cccc(C)c1NC(=O)CN(C)C(=O)c1ccccc1OCc1ccc(F)cc1
    i	i	-3	-2	3	-1.7	-3	2	-3	-9

(further entries)
Every second line gives: Neddylation inh	Rpn11 block	Rin1-Abl PPI inh	DNMT1 inh	CSN inh	LMPTP inh	NadD inh	SUMO1 PPI mod	STEP inh	Scp1 inh
CCOc1ccc2[nH]c(=S)[nH]c2c1
    i	i	2	3	2	-0.5	1	2	3	-5
CN(C)S(=O)(=O)c1ccc(/C(O)=C2/C(=O)C(=O)N(Cc3cccnc3)C2c2cccs2)cc1 (centres undefined)
    i	i	0	-2	4	1.6	12	-7	1	-6
COc1ccc(CNC(=O)Cc2ccc(OC)c(S(=O)(=O)N3CCOCC3)c2)cc1
    i	i	-4	-19	3	-0.9	1	10	-2	-5
Cc1nnc(N2CCCC(C(=O)NCc3ccc(OC(C)C)cc3)C2)c2nn(-c3ccccc3)c(C)c12 (centres undefined)
    .	+	32*	-3	7	5.5	6	0	2	12
COc1ccc(NC(=O)C2=CC(c3ccco3)=NS(=O)(=O)N2C)cc1
    i	i	-1	-1	-1	-0.4	-4	-35	-2	-4
COc1ccc(/C(C)=N/OCC(=O)N=Nc2c(O)[nH]c3ccccc23)cc1
    i	i	-2	10	-3	-0.7	1	-2	0	-4
O=C(O)CCC(=O)Nc1ccc(Br)c(Cl)c1
    i	i	2	1	-4	-0.3	-7	2	-6	-3
CCN(CC(=O)Nc1c(F)cccc1F)C(=O)c1cccnc1SC
    i	i	-6	1	4	0.3	0	1	-2	-7
CSc1ccccc1C(=O)Nc1ccccc1C
    i	i	-3	10	-3	-0.8	-4	2	-3	-3
CCOc1cc(/C=C/C(=O)OCC(=O)NCCN2C(=O)CSC2=O)ccc1OCC(C)C
    i	i	-3	8	-1	0.1	1	-14	6	-9
O=C(NCc1cccs1)C1CCCN1C(=O)Nc1cccc(Cl)c1 (centres undefined)
    i	i	4	-1	-1	-0.6	-2	-5	-1	-7
Cc1cc(N2CCCC2=O)cc(C)c1S(N)(=O)=O
    i	i	1	1	2	-1.6	6	-4	0	-6
O=C(N/N=C/c1ccc(Cl)cc1)c1n[nH]c2c1CCCC2
    i	i	-1	10	9	-1.2	-2	-2	2	-7
CN(Cc1ccccc1)C(=O)CCn1c(=O)oc2ccccc21
    i	i	-1	1	0	-2.5	-7	0	0	-7
Cc1noc(C)c1S(=O)(=O)N1CCCC(C(=O)N2CCC(C)CC2)C1 (centres undefined)
    i	i	-3	4	-4	-0.1	0	-4	-7	-7

The list continues:
Every second line gives: Neddylation inh	Rpn11 block	Rin1-Abl PPI inh	DNMT1 inh	CSN inh	LMPTP inh	NadD inh	SUMO1 PPI mod	STEP inh	Scp1 inh
CCN(CC)c1ccc(N2C(=NC(=O)C3CC3)SC3CS(=O)(=O)CC32)cc1 (centres undefined)
    i	i	2	4	2	-1.0	0	-2	-2	1
O=C(CN1C(=O)C(=O)c2ccccc21)OCN1C(=O)c2ccccc2C1=O
    i	i	3	0	1	0.9	1	-9	4	-3
Cc1sc(NC(=O)C2CC=CCC2C(=O)O)c(C(=O)OC(C)C)c1C (centres undefined)
    i	i	3	14	1	-1.6	3	4	5	3
Clc1cccc(OCCOCCN2CCNCC2)c1Cl
    i	i	-3	12	-1	-2.7	-6	3	2	7
Cc1ccc(C(=O)Oc2ccc(N3C(=O)CCC3=O)c(C)c2)cc1
    i	i	2	1	-5	-1.0	-6	2	3	6
O=C(Cc1ccc(Cl)cc1)NC(=S)Nc1ccccc1N1CCOCC1
    i	i	2	-5	-5	1.6	-8	-2	-1	-14
O=C(Nc1ccccc1)C1C2/C=C\CCCCC21 (centres undefined)
    i	i	5	10	1	-1.3	-5	0	0	1
COc1ccccc1N1CCN(C(=O)Cn2c(=O)[nH]c3ccsc3c2=O)CC1
    i	i	-4	1	-1	2.6	2	-3	1	-15
COc1ccc(/C=N/NC(=O)c2cc(-c3cccc(C)c3)nc3ccccc23)cc1O
    i	i	-3	5	6	3.0	9	-5	2	-17
CNc1c(NS(=O)(=O)c2ccc(Cl)cc2)c(=O)oc2ccccc12
    i	i	2	0	3	-1.6	-1	-1	-2	-1
O=C1C(=Cc2cccs2)Oc2ccccc21
    i	i	-4	21	-7	1.0	-2	-36	3	-10
CC(=O)OC(C(=O)NC1CCCCC1)c1ccc(Cl)cc1 (centres undefined)
    i	i	-4	0	-2	-0.3	2	-4	-5	-8
CCOC(=O)N1CCN(C(=O)c2ccc3c(c2)NC(=O)/C(=C\c2cccc(C)c2)S3)CC1
    i	i	-1	-4	3	1.3	-8	-19	0	5
Cc1ccc(C)c(NC(=O)Nn2cnnc2)c1
    i	i	-1	1	-3	-1.2	-6	3	-2	7
CC1CC(C)CN(CCCNC(=O)CN2C(=O)c3cccnc3Oc3ccccc32)C1 (centres undefined)
    i	i	0	3	-3	13	-4	-1	-1	-11

(cont.)
Every second line gives: Neddylation inh	Rpn11 block	Rin1-Abl PPI inh	DNMT1 inh	CSN inh	LMPTP inh	NadD inh	SUMO1 PPI mod	STEP inh	Scp1 inh
O=C(NNC(=O)c1ccc(O)c(Cl)c1)c1cccc(S(=O)(=O)N2CCOCC2)c1
    i	i	2	1	0	-3.1	-3	3	1	15
c1ccc(CCn2nnnc2C(c2cccs2)N2CCN(Cc3ccc4c(c3)OCO4)CC2)cc1 (centres undefined)
    i	i	2	-4	0	0.6	-5	-5	-1	67*
COc1ccccc1-c1nnc(SCC(=O)N2CCOCC2)n1-c1ccccc1
    i	i	-4	15	-4	0.1	8	-1	5	0
Cc1ccnc(N2CCC(C(=O)Nc3ccc4c(c3)OCO4)CC2)n1
    i	i	-1	-3	4	-0.1	-2	-4	0	-11
COc1cc(/C=N/NC(=O)c2cnccn2)ccc1O
    i	i	-1	6	-3	0.2	4	-14	1	-4
N#Cc1ccc2ccn(CC(=O)NC3CCCCC3)c2c1
    i	i	1	-7	0	-1.1	-8	-3	-7	-11
Cc1nc2ccccn2c1C(=O)CSc1ccc(Cl)cc1Cl
    i	i	-2	5	2	0.4	-1	-1	5	-13

In the list so far, these contain two or more sulfur atoms.
Every second line gives: Neddylation inh	Rpn11 block	Rin1-Abl PPI inh	DNMT1 inh	CSN inh	LMPTP inh	NadD inh	SUMO1 PPI mod	STEP inh	Scp1 inh
CCOC(=O)c1sc(NC(=O)c2cccs2)nc1C
    i	i	-2	1	3	-0.5	-6	0	1	-1
CN(C)S(=O)(=O)c1ccc(/C(O)=C2/C(=O)C(=O)N(Cc3cccnc3)C2c2cccs2)cc1 (centres undefined)
    i	i	0	-2	4	1.6	12	-7	1	-6
CCN(CC)c1ccc(N2C(=NC(=O)C3CC3)SC3CS(=O)(=O)CC32)cc1 (centres undefined)
    i	i	2	4	2	-1.0	0	-2	-2	1
